HKDC1 inhibitor – blocks human hexokinase HKDC1 activity | recombinant HKDC1, G6PDH/diaphorase resazurin coupled fluorescence | inhibition, % at 20 µM | Q2TB90 | AID 493160 | 0.16% of 340,000 active;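 active = inhibition above about 35% when tested at 20 µM, limit read from the data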;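 also: plate controls were DMSO wells with enzyme for no effect and DMSO wells lacking enzyme for full effect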
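Assay system: in-house recombinant HK5 (HKDC1) enzyme. Input: HKDC1 at 5 µg/mL. Medium: Tris pH 8.0 buffer with MgCl2, Tween-20, BSA, BME. Dosing: single 20 µM dose. Schedule: 90 min reaction incubation at room temperature, dark. Signal: resazurin-to-resorufin fluorescence via G6PDH and diaphorase coupling, 525/613 nm. Controls: DMSO-enzyme wells negative, buffer-substituted wells positive.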
SENP8 block-1 – blocks the human protease SENP8. Q96LD8. AID 2540. 1.2% of 330,000 active. inhibition, % at 10 µM. purified SENP8, Z-RLRGG-aminoluciferin cleavage, luminescence; in the data active = inhibition above about 50%
Target sequence (Q96LD8 whole entry, looked up): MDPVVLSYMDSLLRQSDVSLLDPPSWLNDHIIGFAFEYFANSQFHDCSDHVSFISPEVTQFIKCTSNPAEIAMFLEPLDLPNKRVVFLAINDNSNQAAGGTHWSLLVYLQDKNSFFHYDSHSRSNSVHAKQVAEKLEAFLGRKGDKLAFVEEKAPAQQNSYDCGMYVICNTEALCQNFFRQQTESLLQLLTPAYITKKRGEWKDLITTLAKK
SENP6 inh – blocks the human protease SENP6; Q9GZR1; Recombinant SENP6 catalytic domain, aminoluciferin luminescence; inhibition, % at 10 µM; 1.8% of 330,000 active;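 active = inhibition above about 50% at the single tested dose, limit read from the data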;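 also: plate controls were DMSO wells with enzyme for no effect and DMSO wells lacking enzyme for full effect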
Target sequence (Q9GZR1 628-1112 limits assumed): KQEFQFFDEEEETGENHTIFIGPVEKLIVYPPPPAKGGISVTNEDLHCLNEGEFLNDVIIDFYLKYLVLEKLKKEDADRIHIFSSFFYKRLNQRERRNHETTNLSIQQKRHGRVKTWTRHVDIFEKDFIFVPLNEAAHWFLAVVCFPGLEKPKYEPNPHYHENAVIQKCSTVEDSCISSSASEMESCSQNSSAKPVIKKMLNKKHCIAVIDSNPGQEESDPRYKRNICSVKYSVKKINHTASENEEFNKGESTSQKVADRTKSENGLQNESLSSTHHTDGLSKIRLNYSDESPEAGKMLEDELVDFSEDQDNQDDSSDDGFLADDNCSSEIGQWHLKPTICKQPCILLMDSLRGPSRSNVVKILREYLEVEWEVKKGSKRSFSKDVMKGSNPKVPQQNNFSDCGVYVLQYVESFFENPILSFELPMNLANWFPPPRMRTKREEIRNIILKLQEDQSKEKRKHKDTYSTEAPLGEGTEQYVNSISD
SENP1 inh – inhibitors of human SENP1 SUMO protease catalytic domain; Q9P0U3; 0.21% of 360,000 active; recombinant SENP1 catalytic domain, CyPet-SUMO1-YPet FRET cleavage; inhibition, % at 10 µM; AID 624204;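 active = inhibition at least 30% at 10 µM, raw YFP signal under a set limit, fluorescence ratio 0.5 to 1.5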;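 also: 0% = enzyme with DMSO and 100% = no enzyme wells; some results filed as inactive read as strong as hits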
Target sequence (Q9P0U3 419-644 limits assumed): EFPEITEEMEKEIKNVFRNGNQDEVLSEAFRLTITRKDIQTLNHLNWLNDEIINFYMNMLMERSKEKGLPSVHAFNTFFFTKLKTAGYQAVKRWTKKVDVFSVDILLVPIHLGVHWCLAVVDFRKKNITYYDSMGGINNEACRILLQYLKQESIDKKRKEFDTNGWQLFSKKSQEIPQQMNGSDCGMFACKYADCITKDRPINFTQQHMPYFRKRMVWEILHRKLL
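Material: hSENP1 catalytic domain, recombinant; medium: Tris pH 8 with BME, BSA, NP40 and catalase; compound: single concentration of 10 µM compound, 0.5% DMSO final; technique: FRET read of cyan and yellow fluorescence; timing: 50 min enzyme reaction, room temperature, light-protected; reagent: SFCypet-SUMO1-SFYpet substrate at 25 nM; control set: no-enzyme low, enzyme-DMSO high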
SENP8 block-2 – blocks human SENP8 cleavage of Nedd8 substrate; inhibition, % at 20 µM; 0.64% of 360,000 active; recombinant SENP8, Nedd8 substrate fluorescence; Q96LD8; AID 602440; in the data active = inhibition mostly above about 40%, no sharp cut-off; inactive = mostly below about 27%
PfG6PD inh – PfG6PD (Plasmodium falciparum) enzyme inhibition; PfGluPho enzyme, NADPH resazurin-diaphorase fluorescence; inhibition, % at 20 µM; 0.78% of 350,000 active; AID 504690;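 active = inhibition reaching at least a set limit at 20 µM in the primary screen, cut at about 59% in these data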;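 also: 0% = DMSO wells with substrate and 100% = DMSO wells lacking glucose-6-phosphate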
SENP7 block – inhibitors of human SENP7 protease | recombinant SENP7, Z-RLRGG-aminoluciferin luminescence, 40 min | inhibition, % at 5 µM | 1.5% of 330,000 active | AID 434973;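 active = inhibition above about 50% at the single test dose, limit read from the data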;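 also: plate controls were DMSO with enzyme for no effect and no enzyme buffer wells for full effect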
Apaf1 inhib – inhibitors of human Apaf-1 apoptosome | O14727 | reconstituted apoptosome caspase-3 activity, DEVD-Rh110 fluorescence | inhibition, % at 20 µM | 0.71% of 330,000 active | AID 489030; active = inhibition of at least 40% at 20 µM;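 also: plate controls were DMSO wells for no effect and DEVD-CHO caspase inhibitor wells for full effect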
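Material: cell-free apoptosome with Apaf-1, procaspase-3 and caspase-9; Buffer or medium: Hepes pH 7.5 with detergent and BSA; Reagent: cytochrome c trigger plus (Z-DEVD)2-Rh110 caspase-3 substrate; Times: compound with Apaf-1, dATP, procaspase-3 30 min, then 50 min reaction, room temperature; Technique: Rh110 fluorescence intensity.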
An asterisk follows results filed as active; nt = no result given; & = joins results of further samples. Rows are unselected; any-hit rate near 3.6%.

SMILES | HKDC1 inhibitor | SENP8 block-1 | SENP6 inh | SENP1 inh | SENP8 block-2 | PfG6PD inh | SENP7 block | Apaf1 inhib
COc1ccc(NC(=O)c2cc(-c3ccccc3O)n[nH]2)cc1Cl | -3 | -10 | 0 | 1 | 13 | 8 | -8 | -4
CCOC(=O)c1ccc(-c2cc(C)no2)[nH]1 | -4 | -5 | -20 | 1 | 26 | 6 | -3 | 3
NC(=O)CSc1nnc(-c2ccccc2Br)n1-c1cccc(C(F)(F)F)c1 | -5 | -5 | -6 | 0 | 5 | 69* | 5 | 7
C=CCNC(=O)c1ccccc1NC(=O)C1COc2ccccc2O1 (stereo not drawn) | -5 | -3 | 8 | -3 | -6 | 1 | 2 | 4
CC(Oc1cccc(Cl)c1)C(=O)Nc1ccc(S(=O)(=O)N(C)C2CCN(C)CC2)cc1 (stereo not drawn) | -4 | -9 | -9 | 0 | 12 | -5 | 1 | 3
Cc1cc(N(C(=O)c2ccco2)C(C(=O)NC2CCCCC2)c2ccccc2)ccc1-n1cnnn1 (stereo not drawn) | 2 | -5 | 0 | 1 | 3 | -2 | 7 | 0
COC(=O)c1ccc(CSc2nc(C)nc3c2c(=O)n(C)c(=O)n3C)o1 | -6 | -11 | -23 | 0 | 3 | 9 | 3 | 12
CCCNC(=S)N1CCN(CC)CC1 | -7 | 4 | -16 | 1 | 1 | -7 | 7 | -5
O=C1NN=C(CSc2n[nH]c(=S)s2)CS1 | 8 | 4 | -1 | 0 | 3 | 7 | 1 | 6
Cc1cccc(N(C)c2cc(C)nc3ncnn23)c1 | 2 | 1 | -9 | -1 | 12 | -6 | -2 | -7
NS(=O)(=O)c1cccc(NC(=O)COC(=O)Cc2n[nH]c(=O)c3ccccc23)c1 | 1 | -7 | 6 | 1 | 6 | -6 | -3 | 0
O=C1CC[C@H](OCc2ccccc2)CCN1[C@H](CSc1ccccc1)Cc1ccccc1 | 1 | -5 | -2 | -3 | 1 | 9 | 2 | 13

Continued, starting with the last two of the part before.
SMILES | HKDC1 inhibitor | SENP8 block-1 | SENP6 inh | SENP1 inh | SENP8 block-2 | PfG6PD inh | SENP7 block | Apaf1 inhib
NS(=O)(=O)c1cccc(NC(=O)COC(=O)Cc2n[nH]c(=O)c3ccccc23)c1 | 1 | -7 | 6 | 1 | 6 | -6 | -3 | 0
O=C1CC[C@H](OCc2ccccc2)CCN1[C@H](CSc1ccccc1)Cc1ccccc1 | 1 | -5 | -2 | -3 | 1 | 9 | 2 | 13
COc1ccc(C2=NS(=O)(=O)N(C)C(C(=O)NCc3ccc4c(c3)OCO4)=C2)cc1OC | -3 | -2 | 2 | -5 | -93 | 14 | 1 | 8
Cc1cccc(NC(=O)CCCN2C(=O)c3ccccc3C2=O)n1 | -3 | -8 | -13 | 2 | 15 | 2 | -3 | -1
N#Cc1ccc(C#Cc2ccc3oc4ccccc4c(=O)c3c2)cc1 | 3 | -4 | -18 | -10 | -247 | -1 | -2 | 12
CCOC(=O)CCc1cccc2c1CCC2=O | -8 | -3 | 11 | 1 | 14 | -14 | -2 | -7
CC(NC(=O)CSc1ncccn1)c1ccc2c(c1)OCO2 (stereo not drawn) | -3 | 13 | 0 | 2 | 24 | -6 | -4 | -9
Cc1ccc(C2C(C#N)=C(N)N(c3cccnc3)C3=C2C(=O)CCC3)s1 (stereo not drawn) | 13 | 1 | 19 | -23 | -64 | 20 | 3 | -3
CCn1c(SCc2cccc(F)c2)nnc1-c1cccnc1 | 6 | 7 | -5 | 1 | 21 | -17 | 3 | -15
CC(C)CCNC(=O)NC(=O)COc1ncnc2sccc12 | -8 | -7 | -5 | -28 | -9 | 7 | 5 | -7
O=C(c1ccco1)N1CCN(Cc2cc(=O)c(OCc3cccc(Cl)c3)co2)CC1 | 0 | 9 | 11 | 2 | 16 | -12 | -4 | 1
CC1=C(C(=O)OCc2ccccc2)C(c2ccccn2)c2c(n(C)c(=O)n(C)c2=O)N1 (stereo not drawn) | -7&-5 | -4 | -8 | -11&-17 | -226&-113 | 4&11 | 1 | -1
Cn1c(OCc2cccnc2)nc2c1c(=O)n(Cc1ccc(F)cc1)c(=O)n2C | -2 | -10 | -22 | 1 | 7 | -7 | -1 | -7
CCOC(=O)N1CCN(C(=O)CSCC(=O)Nc2nc(-c3ccc(OC)cc3)cs2)CC1 | -9 | 4 | -3 | 0 | 12 | -1 | -3 | 6
N/C(=N\OC(=O)C1CCCCC1)c1cccc([N+](=O)[O-])c1 | -6 | 13 | 1 | 3 | 8 | -2 | 8 | 5
O=C(Cn1c2ccc(F)cc2c2nc3n(c(=O)c21)CCS3)Nc1ccccc1C(F)(F)F | 2 | 2 | -4 | -1 | -466 | -11 | -8 | -6
O=C(Nc1ccc(NC(=O)c2ccco2)nc1)c1cccnc1 | 4 | 0 | -10 | 0 | 13 | -2 | 9 | 1
O=C(CSc1nc2ccccc2c(=O)n1CC1CCCO1)NCCc1ccccc1 (stereo not drawn) | -6 | -16 | -10 | 1 | 8 | -6 | -16 | 10
C=CC(C)N1C(=O)S/C(=C\c2ccc(N3CCOCC3)cc2C)C1=O (stereo not drawn) | -4 | -1 | 8 | -30 | -34 | 6 | 5 | 15
O=C(COC(=O)c1ccco1)Nc1nc2ccccc2s1 | -2 | -3 | 27 | -2 | 18 | 14 | 5 | -5
Cc1nn(Cc2cccc(C(=O)Nc3ccn(Cc4ccccc4F)n3)c2)c(C)c1[N+](=O)[O-] | -7 | -1 | -9 | 2 | 15 | 8 | 6 | -3
O=C(COc1ccc(Cl)cc1)NCCS(=O)(=O)N1CCN(c2ccc(F)cc2)CC1 | 0 | -3 | -13 | 2 | 18 | -1 | 3 | 6
O=C(NNc1ccc(Cl)cc1)c1cccs1 | -2 | -2 | 1 | -1 | 30 | 22 | -5 | -6
CCCCOc1ccc(C2(C)NC(=O)NC2=O)cc1 (stereo not drawn) | 1 | 5 | -27 | 0 | 2 | -1 | 1 | 2
Cc1ccc(C)c(-c2csc(NC(=O)c3cnccn3)n2)c1 | -7 | -10 | -25 | 5 | 12 | 0 | -13 | 16
Cc1ccc(C(=O)Oc2ccc(-c3nnco3)cc2)o1 | 2 | -5 | -10 | 4 | -7 | 37 | -4 | -9
O=C(NCCc1ccccc1C(F)(F)F)C1CCC(=O)N(C2CC2)C1 (stereo not drawn) | -1 | 3 | -5 | 3 | 12 | -2 | 2 | 5
CCC(Cc1ccccc1)NC(=O)C1CCN(c2nn3c(=O)cc(C)nc3s2)CC1 (stereo not drawn) | -6 | -9 | -10 | -1 | 5 | -16 | -5 | -1
CC1Oc2ccccc2C=C1/C=N/NC(=O)c1ccccc1 (stereo not drawn) | -11 | -4 | 20 | -4 | -388 | 18 | 5 | 2
Cn1cnnc1SCc1nc(N)nc(Nc2ccccc2)n1 | -2 | -4 | -8 | 2 | 15 | -13 | -1 | 1
Fc1cccc(CCN2C(=S)NC[C@@H]2Cc2ccccc2)c1 | 0 | -3 | 11 | 3 | 2 | 11 | -13 | 7
CCN1CCN(CCNC(=O)c2ccc3c(c2)N(Cc2ccc(F)cc2)C(=O)/C(=C/c2ccccc2)S3)CC1 | 20 | -8 | -13 | -1 | -54 | 4 | 2 | 37
CCN1C(=C2C(=O)c3ccccc3C2=O)C=Cc2ccccc21 | -6 | -1 | -2 | 15 | 22 | 6 | -2 | 10
N#Cc1cc([N+](=O)[O-])ccc1NC(=O)COC(=O)CC1CCCC1 | 2 | -8 | -2 | nt | nt | -2 | -7 | -12
CNC(=S)N1CCN(c2nc3ccccc3s2)CC1 | -6 | -5 | -12 | -2 | 20 | -1 | 3 | -1
Cc1ccc(C(=O)N(c2c(C)n(C)n(-c3ccccc3)c2=O)C(C)C)cc1 | -7 | -15 | 1 | 3 | 4 | -8 | 3 | 6
COc1ccc(S(=O)(=O)NCC2CCCN(C(=O)c3cccnc3C)C2)cc1 (stereo not drawn) | -8 | -5 | -1 | -1 | 12 | -5 | -4 | 3
CC1CC(NC(=O)C2(C)CC2(Cl)Cl)CC(C)(C)C1 (stereo not drawn) | -11 | 4 | -4 | 0 | 12 | -5 | 5 | 7
CC(=O)NCC12CC3CC(C1)CC(C(=O)O)(C3)C2 | -3 | -12 | -9 | 1 | 8 | -1 | 1 | -12
O=C(Nc1cccc(O)c1)c1cc(-c2ccccc2Cl)on1 | -3 | 93* | 97* | -1 | 3 | 3 | 95* | 10
CCOC(=O)COc1cccc2c(=O)n(CC(=O)NCCc3ccccc3)ccc12 | -3 | -2 | 15 | 0 | -83 | 0 | -5 | -4
Cc1ccc(CNC(=O)C2CCN(S(=O)(=O)c3c(C)noc3/C=C/c3ccco3)CC2)cc1 | -2 | 5 | 10 | -3 | -72 | 18 | 9 | 0
Cc1cc(C)n2c(SCc3ccc(Br)cc3)nnc2n1 | 1 | -1 | 5 | 0 | 18 | 11 | -5 | 1
O=C1CC(=O)C(n2cncn2)C(c2cccc(Cl)c2)C1 (stereo not drawn) | -3 | -1 | -20 | -1 | -3 | -3 | -1 | -2
COc1cc(/C=N/NC(=O)c2nc(-c3ccccc3)n(-c3ccccc3)n2)ccc1O | -3 | -1 | -4 | 2 | -137 | 43 | -4 | 10
CN(C(=O)c1cccc(NC(=O)C2CCCN(C(=O)OC(C)(C)C)C2)c1)C1CCC1 (stereo not drawn) | -5 | 5 | 0 | -1 | 9 | 2 | 5 | 13
COc1ccc(/C=C2\S/C(=N/S(=O)(=O)c3cccs3)NC2=O)cc1 | 4 | 9 | 4 | 1 | 6 | -23 | 13 | 1
CCCN1C(=O)c2ccc(C(=O)Nc3cc(C)ccc3O)cc2C1=O | 0 | 51* | -25 | 3 | 12 | -9 | 97* | 4
CCN1CCN(Cc2c(C(=O)N/N=C(\C)c3ccc(Cl)c(Cl)c3)nnn2-c2nonc2N)CC1 | nt | 15 | -23 | nt | nt | nt | 1 | -6
COc1cccc(C(C(=O)NC2CCCC2)N(CCC(C)C)C(=O)CCC(=O)Nc2cc(C)on2)c1 (stereo not drawn) | 0 | 5 | -12 | 1 | 2 | 20 | -6 | 15
CN1CCN(C2CC(=O)N(Cc3ccc(N4CCCC4=O)cc3)C2=O)CC1 (stereo not drawn) | -4 | -3 | -9 | 1 | 21 | 14 | 3 | 1
Cc1ccc(NC(=O)CSCC(=O)N2CCN(Cc3ccc4c(c3)OCO4)CC2)cc1 | -5 | 3 | -7 | 3 | -3 | -1 | -6 | 8
COC(=O)c1ccc(CSc2nc3c(cnn3-c3ccc(Cl)cc3)c(=O)[nH]2)o1 | -10 | nt | nt | 0 | 13 | -21 | nt | nt
Cc1ccc(C)c(-n2c3nc(=O)n(C)c(=O)c-3cc3ccccc32)c1 | 3 | 14 | 0 | -29 | -417 | -8 | -4 | -5

In the list so far, 3 contain a nitro group on carbon.
SMILES | HKDC1 inhibitor | SENP8 block-1 | SENP6 inh | SENP1 inh | SENP8 block-2 | PfG6PD inh | SENP7 block | Apaf1 inhib
N/C(=N\OC(=O)C1CCCCC1)c1cccc([N+](=O)[O-])c1 | -6 | 13 | 1 | 3 | 8 | -2 | 8 | 5
Cc1nn(Cc2cccc(C(=O)Nc3ccn(Cc4ccccc4F)n3)c2)c(C)c1[N+](=O)[O-] | -7 | -1 | -9 | 2 | 15 | 8 | 6 | -3
N#Cc1cc([N+](=O)[O-])ccc1NC(=O)COC(=O)CC1CCCC1 | 2 | -8 | -2 | nt | nt | -2 | -7 | -12
